APE1 inh – qHTS Assay for Inhibitors of the Human Apurinic/apyrimidinic Endonuclease 1 (APE1); recombinant APE1, TAMRA/BHQ-2 abasic DNA cleavage fluorescence; 350,000 tested, 0.35% active; Potency, µM (highest dose often 65.8 µM), for inactives: at the top dose activity change, negative = inhibition, most hits filed as inhibitors; AID 2517, 2012; DNA repair nuclease/redox regulator APEX1 (Homo sapiens), P27695;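 also: potency is read from the fitted curve at half-maximal effect; plate controls were vehicle for no effect and reference inhibitor for full effect; nearly all actives have a fitted effect of over 55% in size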
Target sequence (P27695 whole entry, looked up): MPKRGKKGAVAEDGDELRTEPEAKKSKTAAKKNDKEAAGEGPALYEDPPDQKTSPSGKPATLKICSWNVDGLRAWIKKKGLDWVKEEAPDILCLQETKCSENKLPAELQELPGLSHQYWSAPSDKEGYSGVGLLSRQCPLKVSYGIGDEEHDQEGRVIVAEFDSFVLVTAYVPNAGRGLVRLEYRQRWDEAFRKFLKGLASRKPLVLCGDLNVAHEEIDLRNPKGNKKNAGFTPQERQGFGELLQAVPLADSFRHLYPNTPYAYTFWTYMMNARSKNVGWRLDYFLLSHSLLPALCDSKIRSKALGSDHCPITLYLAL
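Kinetic fluorescence read (525 ex/598 em nm, three reads 60 s apart) of AP-site incision; signal = third minus first read. Enzyme 0.75 nM, dual-labelled THF duplex 50 nM, compound preincubation 15 min RT.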
Pol iota inh – qHTS for Inhibitors of Polymerase Iota | DNA polymerase iota (Homo sapiens), Q9UNA4 | Pol iota fluorescent replication assay, 10 min | Potency, µM (doses to about 115 µM), inactives show top-dose activity, negative = inhibition, actives largely listed as inhibitors | 390,000 tested, 1% active | AID 588590, 2011; also: potency is read from the fitted curve at half-maximal effect
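Fluorescent replication assay read twice, at 0 min and 10 min after adding 50 nM (final) substrate. Enzyme (10 nM) and compounds were first incubated 15 min at room temperature; enzyme-free buffer wells were negative controls.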
Apoferritin bind – qHTS Assay for Identification of Novel General Anesthetics; apoferritin/1-aminoanthracene competitive binding, fluorescence; 350,000 tested, 0.074% active; Potency, µM (top dose mostly 77.5 µM), without a hit: top-dose activity change, negative = displacement, usual class: inhibitors; Ferritin light chain (Equus caballus), P02791; also: potency is read from the fitted curve at half-maximal effect; % is scaled to controls: 0 for no effect and ±100 for the full control effect; nearly all actives have a fitted effect of over 20% in size
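Apoferritin-based anesthetic binding model; compound displacement of fluorescent 1-AMA measured as endpoint fluorescence after 10 minutes at room temperature, scaled to free-ligand and complex controls.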
Pol eta inh – qHTS for Inhibitors of Polymerase Eta | DNA polymerase eta (Homo sapiens), Q9Y253 | recombinant Pol eta, fluorescent DNA replication assay | Potency, µM (highest dose often 114 µM), for inactives: top-dose activity change, negative = inhibition, most hits filed as inhibitors | 390,000 tested, 1.2% active | AID 588591, 2011; also: potency is read from the fitted curve at half-maximal effect; % is scaled to controls: 0 for no effect and ±100 for the full control effect
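Fluorescent replication assay: 50 nM final substrate added after a 15 min room-temperature compound preincubation with 10 nM enzyme. Signal taken at 0 min and again at 10 min.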
BLM inh – qHTS Assay for Inhibitors of Bloom's syndrome helicase (BLM). RecQ-like DNA helicase BLM (Homo sapiens), P54132. AID 2528, 2010. Potency, µM (series often up to 56.1 µM), without a hit: at the highest dose activity change, negative = inhibition, usual class: inhibitors. 350,000 tested, 0.2% active. recombinant BLM DNA unwinding, fluorescence dequenching;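 also: potency is read from the fitted curve at half-maximal effect; plate controls were vehicle for no effect and no enzyme for full effect; nearly all actives have a fitted effect of over 35% in size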
Pol beta inh – qHTS Assay for Inhibitors of DNA Polymerase Beta | P06746 | Pol beta primer extension/strand displacement, fluorescence kinetic | Potency, µM (highest dose often 114 µM), without a hit: at the top dose activity change, negative = inhibition, most hits filed as inhibitors | 340,000 tested, 1.3% active; also: potency is read from the fitted curve at half-maximal effect; % is scaled to controls: 0 for no effect and ±100 for the full control effect
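10 nM enzyme + cpd, 15 min RT; start with substrate 50 nM final; read 0 min and after 10 min RT. Corrected, normalized data; 4-parameter Hill curve fit.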
Tb PGK inh – qHTS Assay to Find Inhibitors of Phosphoglycerate Kinase | Phosphoglycerate kinase, glycosomal (Trypanosoma brucei brucei), P07378 | PGK/GAPDH coupled, Kinase-Glo luminescence, 60 min | Potency, µM (doses to about 57.5 µM), without a hit: at the highest dose activity change, negative = inhibition, most hits filed as inhibitors | 380,000 tested, 0.043% active; also: potency is read from the fitted curve at half-maximal effect; % is scaled to controls: 0 for no effect and ±100 for the full control effect; nearly all actives have a fitted effect of over 60% in size
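Recombinant glycosomal PGK reaction used 1,3-bisphosphoglycerate generated in-well by GAPDH (100nM final) in 100mM TEA pH 7.6, 5mM MgCl2, 0.01% Tween-20. After 60 minutes at room temperature, ATP was read by Kinase-Glo Plus luminescence end-point.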
RXFP1 antagonist – qHTS Assay for Antagonists of the Relaxin Receptor RXFP1 | Relaxin receptor 1 (Homo sapiens), Q9HBX9 | HEK293-RXFP1, relaxin-stimulated cAMP HTRF, 30 min; hits give low values | activity change, negative = inhibition, % at 57.5 µM | 350,000 tested, 0.59% active | AID 1259400, 2018;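 active = activity change of -60% or lower, but not beyond a set lower limit; inconclusive = change between -60% and -40%, or beyond the set limit; inactive = change above -40%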; also: % is scaled to controls: 0 for no effect and ±100 for the full control effect
Target sequence (Q9HBX9 whole entry, looked up): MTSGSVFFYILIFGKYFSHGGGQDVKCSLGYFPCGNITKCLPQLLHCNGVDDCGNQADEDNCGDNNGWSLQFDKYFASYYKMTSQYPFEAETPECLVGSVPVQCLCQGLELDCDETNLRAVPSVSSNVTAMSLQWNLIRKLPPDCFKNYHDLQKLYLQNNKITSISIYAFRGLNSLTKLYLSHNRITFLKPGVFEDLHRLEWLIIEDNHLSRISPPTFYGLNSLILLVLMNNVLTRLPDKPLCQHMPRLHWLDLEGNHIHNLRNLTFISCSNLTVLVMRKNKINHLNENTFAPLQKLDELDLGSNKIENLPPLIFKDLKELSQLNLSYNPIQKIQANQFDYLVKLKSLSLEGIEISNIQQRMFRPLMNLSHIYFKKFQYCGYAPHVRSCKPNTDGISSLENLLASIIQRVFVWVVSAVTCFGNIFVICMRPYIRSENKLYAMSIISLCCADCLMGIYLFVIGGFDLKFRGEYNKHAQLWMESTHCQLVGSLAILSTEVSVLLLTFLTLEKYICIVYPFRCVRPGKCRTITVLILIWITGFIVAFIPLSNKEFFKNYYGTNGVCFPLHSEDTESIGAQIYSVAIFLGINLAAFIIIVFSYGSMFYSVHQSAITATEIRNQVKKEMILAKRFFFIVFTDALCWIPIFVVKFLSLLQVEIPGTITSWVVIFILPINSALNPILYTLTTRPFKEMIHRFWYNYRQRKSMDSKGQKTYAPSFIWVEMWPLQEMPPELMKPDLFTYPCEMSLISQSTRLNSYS
Pol kappa inh – qHTS for Inhibitors of Polymerase Kappa | DNA polymerase kappa (Homo sapiens), Q9UBT6 | purified Pol kappa, fluorescent DNA synthesis assay, 10 min | Potency, µM (highest dose often 107 µM), inactives show at the highest dose activity, negative = inhibition, usual class: inhibitors | 400,000 tested, 0.53% active | AID 588579, 2011; also: potency is read from the fitted curve at half-maximal effect; % is scaled to controls: 0 for no effect and ±100 for the full control effect
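Kinetic fluorescence screen: compound preincubated 15 min RT with 10 nM enzyme; 50 nM substrate (final) initiates; reads at 0/10 min.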
Numbers without * were called inactive; i = inactive; ? = inconclusive; · = not tested or not shown; [ ] = dose if it differs, or a comment. Unless noted, calls follow the shape of the dose curve; as a rule, active = well fitted curve in the direction sought with a large enough effect; inconclusive = small, poorly fitted or top-dose-only effect, or another doubt; inactive = no such curve, though single readings can be large; an effect the other way counts as inactive or inconclusive. Some of the compounds tested. The share of hits here may be higher or lower than overall.

nr	smiles	APE1 inh	Pol iota inh	Apoferritin bind	Pol eta inh	BLM inh	Pol beta inh	Tb PGK inh	RXFP1 antagonist	Pol kappa inh
1	CN(C)c1ccc(NC(=O)CSc2nnc(C3CCCCC3)n2N)cc1	6%	48%[activator]	?	-2%	-1%	35%	-2%	5	1%
2	CN(Cc1ccon1)C(=O)C1CCC(=O)N(Cc2ccc(Cl)cc2)C1 (stereo not given)	25%	13%	-5%	-14%	-3%	-19%	i	-1	-25%
3	Cc1c(NC(=O)COc2ccccc2Cl)c(=O)n(-c2ccccc2)n1C	3%	41%[activator]	·	-15%	·	·	-4%	4	1%
4	CCOC(=O)c1c(C)oc2nc(C)nc(NCC3CCN(Cc4ccc(F)cc4)CC3)c12	·	22%	35%[activator]	-5%	27%	-4%	-2%	·	-12%
5	CCc1nnc(NC(=O)CN2CCN(c3ccccc3F)CC2)s1	0%	21%	-5%	-19%	-4%	-27%	3%	10	-9%
6	NNC(=O)c1ccc(COc2ccc([N+](=O)[O-])cc2)o1	-3%	4%	-20%	-2%	2%	1%	-3%	-5	-8%
7	Cc1cccc(NC(=O)N2CCC(NC(=O)c3ccco3)CC2)c1	17%	71%[activator]	-3%	9%	1%	2%	5%	-4	-13%
8	Nc1ccc(N2CCN(C(=O)c3cccs3)CC2)cc1	-2%	?	-15%	-8%	-9%	13%	0%	-13	-1%
9	CCCCOc1ccc(CSC(CC(=O)O)C(=O)O)cc1 (stereo not given)	18%	9%	1%	-4%	1%	5%	-5%	-32	-10%
10	O=C(NC1CC(=O)N(c2ccc(Cl)cc2)C1)c1ccc(S(=O)(=O)N2CCOCC2)cc1 (stereo not given)	·	3%	-3%	-14%	-1%	15%	-8%	-18	-6%[60.1 µM]
11	CCOC(=O)c1[nH]c(C)c(/C(O)=C2\C(=O)C(=O)N(CCCn3ccnc3)C2c2ccncc2)c1C (stereo not given)	-2%	?	-12%	-7%	1%	23%	-5%	-6	-11%
12	COC(=O)C1=C(C(=O)OC)[C@@H]2N(C)c3ccccc3[C@@]23C[C@@H](C(=O)OC)N(C(=O)c2ccc(Br)cc2)C3=N1	10%[12.4 µM]	17%	3%	-5%	-13%[12.4 µM]	-1%	-1%	·	-3%
13	O=C(NCC(=O)N1CCCC1)c1ccc(Br)cc1	-13%	111%[activator]	-3%	3%	-1%	25%	5%	1	1%
14	CCOC(=O)c1c(C)[nH]c(C)c1S(=O)(=O)N1CCC(C(=O)Nc2ccc(OCC)cc2)CC1	·	18%	6%	-15%	-2%	?	i	·	-4%
15	Cc1c(CC(=O)NC(C)C)c(=O)oc2cc3c(cc12)CCC(C)(C)O3	14%	17%	-7%	-16%	-6%	-1%	1%	-3	-7%

2 entries from above, with values under each structure:
Below each compound: APE1 inh, Pol iota inh, Apoferritin bind, Pol eta inh, BLM inh, Pol beta inh, Tb PGK inh, RXFP1 antagonist, Pol kappa inh
[4] CCOC(=O)c1c(C)oc2nc(C)nc(NCC3CCN(Cc4ccc(F)cc4)CC3)c12
    ·, 22%, 35%[activator], -5%, 27%, -4%, -2%, ·, -12%
[2] CN(Cc1ccon1)C(=O)C1CCC(=O)N(Cc2ccc(Cl)cc2)C1 (stereo not given)
    25%, 13%, -5%, -14%, -3%, -19%, i, -1, -25%

Additional results follow:
nr	smiles	APE1 inh	Pol iota inh	Apoferritin bind	Pol eta inh	BLM inh	Pol beta inh	Tb PGK inh	RXFP1 antagonist	Pol kappa inh
16	O=c1oc2c(CN3CCOCC3)c(O)ccc2cc1-c1ccc(Cl)cc1	·	-3%	·	-17%	-4%	-9%	-9%	2	-9%[60.1 µM]
17	CCCCc1ccccc1NC(=S)NC1CCCC1	-5%	11%	-15%	-9%	-6%	6%	i	4	1%
18	CC(=O)c1cc(CC(=O)N2CCc3c([nH]c4ccccc34)C2c2ccccn2)cs1 (stereo not given)	3%	14%	?	-6%	-5%	-28%	5%	-6	-7%
19	COc1ccc(-c2nn(C)c(=O)c3ccccc23)cc1CNC(=O)NC1CCCCC1	5%	·	-6%	·	-5%	?	·	·	·
20	COC(=O)c1cccc(N2C(=O)C3CC=CCC3C2=O)c1 (stereo not given)	4%	-5%	-23%	-9%	-1%	0%	0%	1	-3%
21	CCOc1ccccc1C=NNC(=O)C1CC1	·	36%[activator]	·	-3%	·	·	i	5	-3%
22	COc1ccc(C2=C(Nc3ccc(C)cc3)c3ccccc3C2=O)cc1	0%	-8%	3%	-13%	-1%	-3%	-8%	-22	-7%
23	CCOC(=O)N1CCC(N2CCCC(C(=O)c3ccccc3OC)C2)CC1 (stereo not given)	0%	48%[activator]	-10%	-4%	0%	3%	-8%	-6	-1%
24	COc1cccc2cc(C(=O)NCc3ccccc3)c(=N)oc12	15%	16%	1%	-2%	-7%	28%	i	-11	-2%
25	COc1cccc(C(=O)NC2CCN(CC(=O)Nc3cccc(C)c3C)CC2)c1	-2%	3%	-5%	-9%	-6%	22%	5%	1	-4%
26	O=C(Cc1ccccc1)NNC1=NS(=O)(=O)c2ccccc21	23%	78%[activator]	-3%	-5%	-3%	15%	-1%	-15	0%
27	CCCCOc1ccc(S(=O)(=O)N2CCCCCC2)cc1	-1%	7%	4%	-8%	-6%	3%	1%	-14	-6%[60.1 µM]
28	COc1cccc(NC(=O)c2cc(Cl)nnc2Cl)c1	-1%	19%	-7%	-11%	-1%	23%	i	-15	12%
29	COCCN(CCOC)Cc1c(O)ccc2c3c(c(=O)oc12)CCC3	1%	-4%	514%[activator]	-5%	-2%	0%	4%	-4	-11%
30	COc1cc(C=O)c(Br)cc1OC1CCCC1	0%	2%	?	6%	0%	1%	-14%	9	-8%

(cont.)
nr	smiles	APE1 inh	Pol iota inh	Apoferritin bind	Pol eta inh	BLM inh	Pol beta inh	Tb PGK inh	RXFP1 antagonist	Pol kappa inh
31	O=C(CSc1nncc(=O)[nH]1)NC1CCCCC1	0%[12.4 µM]	57%[activator]	-5%	-6%	1%	53%	-4%	0	3%
32	O=C1CCSc2ccc(Cl)cc2N1Cc1ccccc1	-1%	18%	-8%	-9%	-1%	20%	-6%	-9	-2%
33	CCc1cccc(NC(=O)Cn2c(=O)n(Cc3ccccc3)c(=O)c3c(C)c(C(=O)N(C)C)sc32)c1	·	-16%	-2%	-19%	-9%	24%	-1%	8	-4%[60.1 µM]
34	O=C(c1cnc2sccn2c1=O)N1CCN(c2ccccc2Cl)CC1	-6%	6%	-7%	-10%	-2%	1%	i	-30	6%
35	O=c1cc(C(F)(F)F)[nH]c2c(OC(F)(F)F)cccc12	18%	44%[activator]	-1%	-10%	1%	26%	-1%	6	5%
36	CCCCC(=O)Nc1cccc(-c2ccc3nncn3n2)c1	12%	25%	-3%	-14%	0%	8%	-10%	6	12%
37	O=C(NNC(=S)NCc1ccccc1)c1ccc(OC(F)F)cc1	1%	-6%	-3%	-19%	4%	40%	i	-3	0%
38	COC(=O)[C@]1(Cc2ccccc2)N[C@H](c2ccc(-c3ccc(OC)cc3)cc2)[C@@H]2C(=O)N(C)C(=O)[C@@H]21	-15%	-5%	·	-14%	·	·	-4%	·	-17%
39	O=C(NCc1ccccn1)C1CCN(S(=O)(=O)c2ccccc2C(F)(F)F)CC1	19%	99%[activator]	·	-18%	·	·	-4%	-2	-9%
40	CCOC(=O)c1sc(=S)n(-c2ccccc2OC)c1N	-1%	-1%	-6%	-16%	-4%	0%	-1%	-16	-5%
41	O=C(O)C1CC(=O)N(c2ccc(OCc3c(F)cccc3Cl)cc2)C1 (stereo not given)	2%	8%	0%	-9%	1%	-1%	-4%	-2	-9%
42	COc1cc(N(C)C)c([N+](=O)[O-])cc1C(=O)N1CCN(Cc2ccccc2)CC1	-2%	111%[activator]	-1%	-14%	-1%	6%	0%	6	-6%
43	Cc1nc2ccccn2c1/C(O)=C1\C(=O)C(=O)N(CCCn2ccnc2)C1c1ccncc1 (stereo not given)	0%	?	-16%	-18%	-1%	0%	-2%	22	-7%
44	COC(=O)c1ccccc1NC(=O)Nc1ncccc1C	-12%	2%	-14%	-1%	-6%	?	·	4	-6%
45	CCCCc1cc(=O)oc2cc(OCC(=O)Nc3ccccn3)ccc12	-3%	-10%	-3%	-12%	-1%	?	-11%	5	-2%
46	COc1ccccc1N1CCN(C(=O)CCS(=O)(=O)c2cc(Br)cc3c2N(C(C)=O)CC3)CC1	·	-4%	-8%	-7%	3%	?	1%	·	-7%
47	Cc1nnc(NC(=O)c2ccccc2Br)s1	17%	-5%	-20%	1%	-2%	27%	i	2	-25%
48	CCN1CCN(c2oc(-c3ccc(COc4ccc(C)cc4)o3)nc2C#N)CC1	·	19%	15%	-23%	-11%	-23%	-5%	-12	-22%

Record cards, as listed above. Values in the order: APE1 inh	Pol iota inh	Apoferritin bind	Pol eta inh	BLM inh	Pol beta inh	Tb PGK inh	RXFP1 antagonist	Pol kappa inh
Record of O=C(NCc1ccccn1)C1CCN(S(=O)(=O)c2ccccc2C(F)(F)F)CC1 → 19%	99%[activator]	·	-18%	·	·	-4%	-2	-9%
Record of CCc1cccc(NC(=O)Cn2c(=O)n(Cc3ccccc3)c(=O)c3c(C)c(C(=O)N(C)C)sc32)c1 → ·	-16%	-2%	-19%	-9%	24%	-1%	8	-4%[60.1 µM]
Record of Cc1nnc(NC(=O)c2ccccc2Br)s1 → 17%	-5%	-20%	1%	-2%	27%	i	2	-25%

Assay outcomes deposited in PubChem BioAssay by National Center for Advancing Translational Sciences (NCATS).
